PAD4 inh: PAD4 (human) enzyme inhibition; Q9UM07; recombinant PAD4, RCA probe fluorescence polarization; inhibition, % at 6.36 µM; 330,000 tested, 0.41% active;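 active = percent inhibition above a cutoff equal to the mean of all tested compounds plus 3 SD, cut at about 15% in these data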;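 also: 0% = PAD4 with RCA probe and DMSO and 100% = probe without PAD4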
Target sequence (Q9UM07 whole entry, looked up): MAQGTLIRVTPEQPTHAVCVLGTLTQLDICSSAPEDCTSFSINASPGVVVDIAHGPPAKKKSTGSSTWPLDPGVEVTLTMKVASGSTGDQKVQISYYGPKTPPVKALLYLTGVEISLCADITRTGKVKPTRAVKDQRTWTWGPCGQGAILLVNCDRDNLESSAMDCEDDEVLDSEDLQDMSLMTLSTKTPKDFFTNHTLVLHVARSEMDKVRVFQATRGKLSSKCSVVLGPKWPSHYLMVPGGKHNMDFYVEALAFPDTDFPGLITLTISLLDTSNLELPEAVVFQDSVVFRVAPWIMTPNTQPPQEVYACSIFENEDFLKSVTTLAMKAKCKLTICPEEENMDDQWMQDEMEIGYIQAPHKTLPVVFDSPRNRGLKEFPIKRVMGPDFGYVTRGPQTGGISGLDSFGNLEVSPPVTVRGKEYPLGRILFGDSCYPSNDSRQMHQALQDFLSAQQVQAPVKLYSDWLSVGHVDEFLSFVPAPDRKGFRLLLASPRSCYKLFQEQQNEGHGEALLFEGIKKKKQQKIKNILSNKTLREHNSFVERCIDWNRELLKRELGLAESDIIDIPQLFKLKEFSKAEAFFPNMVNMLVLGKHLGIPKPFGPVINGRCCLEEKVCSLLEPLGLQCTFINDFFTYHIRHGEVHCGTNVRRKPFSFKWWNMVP
pPAFAH inh: inhibitors of human plasma PAF acetylhydrolase (pPAFAH). Q13093. recombinant pPAFAH, FP-rhodamine probe fluorescence polarization. inhibition, % at 3.39 µM. 330,000 tested, 1.5% active. AID 463082;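 active = inhibition above the mean inhibition across the screen plus 3 SD, cut at about 25% in these data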;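 also: inhibitors block binding of the rhodamine activity-based probe so polarization drops; 0% = enzyme with DMSO and 100% = wells lacking pPAFAH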
Target sequence (Q13093 whole entry, looked up): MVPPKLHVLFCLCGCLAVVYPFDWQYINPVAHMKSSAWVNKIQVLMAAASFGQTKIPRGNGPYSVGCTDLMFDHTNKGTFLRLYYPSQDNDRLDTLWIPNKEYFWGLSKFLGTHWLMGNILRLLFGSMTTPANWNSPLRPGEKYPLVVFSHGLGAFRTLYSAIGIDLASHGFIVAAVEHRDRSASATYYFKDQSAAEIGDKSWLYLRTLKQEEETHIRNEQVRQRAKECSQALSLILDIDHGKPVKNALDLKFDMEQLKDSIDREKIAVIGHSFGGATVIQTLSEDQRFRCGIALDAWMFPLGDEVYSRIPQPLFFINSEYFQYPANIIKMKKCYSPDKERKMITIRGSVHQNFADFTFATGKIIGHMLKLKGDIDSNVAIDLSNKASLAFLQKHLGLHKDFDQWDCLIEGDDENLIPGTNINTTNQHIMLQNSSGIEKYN
PAFAH1B2 FP inh: PAFAH1B2 (human) inhibition; inhibition, % at 3.39 µM; recombinant PAFAH1B2, FP-rhodamine activity probe, fluorescence polarization; 340,000 tested, 1.2% active; AID 492953;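 active = inhibition above the mean of all tested compounds plus 3 SD, cut at about 24% in these data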;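 also: 0% = enzyme with DMSO and 100% = wells lacking PAFAH1B2; many of its hits are not listed in these tables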
LYPLA1 inh: counter-screen for PME1 inhibitors: inhibitors of human LYPLA1 | 320,000 tested, 0.16% active | inhibition, % at 5.9 µM | O75608 | recombinant LYPLA1, FP-Rh probe fluorescence polarization | AID 2174;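 active = inhibition above the mean of all tested compounds plus 3 SD, set per campaign, cut at about 14% in these data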;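 also: inhibitors block serine hydrolase probe labeling of LYPLA1 so polarization falls; 0% = enzyme with DMSO and 100% = wells lacking LYPLA1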
PAFAH1B3 FP inh: PAFAH1B3 (human) inhibition; Q15102; recombinant PAFAH1B3, FP-rhodamine probe, fluorescence polarization; inhibition, % at 3.39 µM; 340,000 tested, 0.28% active;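 active = inhibition above the screen-wide average of all tested compounds plus 3 SD, cut at about 25% in these data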;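 also: 0% = enzyme with DMSO only and 100% = wells lacking PAFAH1B3 protein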
LYPLA2 inh: blocks human lysophospholipase 2, a PME1 counter-screen | inhibition, % at 5.9 µM | O95372 | recombinant LYPLA2, FP-Rh probe fluorescence polarization | 320,000 tested, 0.38% active;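 active = inhibition above the screen-wide mean plus 3 SD, limit set per campaign, cut at about 26% in these data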;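 also: 0% = LYPLA2 with DMSO and 100% = wells lacking LYPLA2 enzyme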
PAFAH2 FP inh: PAFAH2 (human) inhibition; Q99487; recombinant PAFAH2, FP-rhodamine activity probe, fluorescence polarization; inhibition, % at 3.39 µM; 340,000 tested, 0.99% active; AID 492956;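 active = inhibition above the mean over all tested compounds plus 3 SD, cut at about 30% in these data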;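 also: inhibitors block probe labeling of enzyme so polarization drops; 0% = enzyme with DMSO and 100% = wells lacking PAFAH2 protein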
PREPL inh: human PREPL enzyme inhibition | Q4J6C6 | recombinant PREPL, fluorescence polarization activity-based probe | inhibition, % at 5.96 µM | 320,000 tested, 0.68% active | AID 2751; in the data active = inhibition above about 43%;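 also: 0% = enzyme with DMSO and 100% = wells lacking enzyme; many of its hits are not listed in these tables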
GSTO1 counter: GSTO1 inhibition, counter-screen for RBBP9 inhibitors; P78417; recombinant GSTO1, activity-based probe fluorescence polarization; inhibition, % at 5.96 µM; 300,000 tested, 1.1% active; AID 1974;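 active = inhibition above the campaign mean inhibition plus 3 SD, cut at about 35% in these data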;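 also: 0% = GSTO1-1 with DMSO and 100% = wells lacking GSTO1-1 enzyme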
An asterisk follows results filed as active; nt = not tested or not shown.

SMILES	PAD4 inh	pPAFAH inh	PAFAH1B2 FP inh	LYPLA1 inh	PAFAH1B3 FP inh	LYPLA2 inh	PAFAH2 FP inh	PREPL inh	GSTO1 counter
COc1ccc(C(=O)CCC(=O)N2CCN(c3ccc(N4CCOCC4)nn3)CC2)cc1	-2	4	6	2	-1	8	-4	-6	-6
Clc1ccc(-n2cnnn2)cc1	-3	2	9	2	-6	8	-2	8	-4
NC(=S)N/N=C1\CC(c2ccc3c(c2)OCCO3)Oc2ccc(F)cc21 (centres undefined)	6	-1	1	1	-4	-1	0	-1	-5
COC(=O)C1=C(N)Oc2cc(C)[nH]c(=O)c2C1c1cccnc1 (centres undefined)	-3	3	9	-2	5	-1	-10	2	7
CCOC(=O)Cc1csc(NC(=S)NC(=O)c2cccc([N+](=O)[O-])c2)n1	0	-2	2	-2	4	-3	2	9	4
CCOc1ccc(N(C(=O)c2snc(C(N)=O)c2N)C(C(=O)NC2CCCC2)c2ccncc2)cc1 (centres undefined)	5	2	7	0	-2	4	4	5	1
Cc1nnc(NCc2cccc(Cl)c2)c2ccccc12	-4	0	-3	-4	0	2	13	-18	7
Cn1c(-c2ccc(Br)cc2)cnc1NCc1ccc(C#N)cc1	-5	2	-4	0	12	2	-6	39	12
Nc1nc2nc(-c3ccc(Cl)cc3)cc(C(F)(F)F)n2n1	-4	2	2	-1	2	9	-9	-2	-7
CC(C)(C)n1nnnc1C(c1cccc(C#N)c1)N1CCCCCC1 (centres undefined)	-1	1	0	1	-4	2	0	13	-8
CC(=O)Oc1ccc2c(=O)c(N3C(=O)c4ccccc4C3=O)c(C)oc2c1C	0	2	1	1	12	7	-6	-3	8
C=CCn1c(SCc2cc(=O)n3cc(C)ccc3n2)nnc1-c1ccc(F)cc1	-4	-5	-9	-6	1	-17	-3	-2	4
Nc1nonc1-n1nnc(C(=O)N/N=C/c2c(Cl)cccc2Cl)c1CN1CCOCC1	-7	-5	-4	-4	-2	-6	5	7	4
CCCCn1c(SCC(=O)N2CCCC2)nc2cc(S(N)(=O)=O)ccc21	3	-1	1	3	5	1	-6	5	7
COc1ccc(NC(=O)NS(=O)(=O)c2ccc(C)cc2)cc1OC	-8	1	3	nt	8	nt	2	8	nt
COc1cccc(Nc2nc(-c3cccnc3)cs2)c1	1	9	6	1	-1	-1	1	21	6
CC(C)Cn1c(C23CC4CC(CC(C4)C2)C3)n[nH]c1=S	2	-2	28*	4	-1	1	5	13	7
CN(Cc1ccccc1)C(=O)COC(=O)C1CCN(S(=O)(=O)c2cccs2)CC1	1	7	nt	2	nt	-1	nt	2	6
COc1ccc(N2C(=O)CC(NC3CCCCNC3=O)C2=O)cc1 (centres undefined)	-1	4	4	0	8	7	4	-5	-5
Cc1ccc(-c2nnc(COC(=O)c3cccs3)o2)cc1	-4	5	7	2	-5	3	54*	5	5
O=C(O)C1CN(C(=O)c2ccccc2)c2cc(Cl)ccc2O1 (centres undefined)	-3	-1	13	3	9	-1	-6	-4	1
COc1ccccc1-c1cc(C(F)(F)F)nc(S(=O)(=O)CCCC(=O)Nc2cc(C)on2)n1	-4	-4	3	1	12	0	-6	10	-11
CC1=NNC(=O)C1CC(=O)N/N=C/C(Br)=C/c1ccccc1 (centres undefined)	-2	2	nt	1	nt	2	nt	14	2
COc1ccc(CNC(=O)COC(=O)c2c(NC(C)=O)sc(C)c2C)cc1	-1	0	-2	-2	1	-6	7	6	nt
CCc1nnc(SCC(=O)Nc2ccccc2)nc1CC	2	-4	2	0	-2	6	11	2	9
CC(C)[C@H](NC(=O)c1ccco1)C(=O)OCC(=O)Nc1ccc(Cl)c(S(=O)(=O)N(C)C)c1	-2	0	6	-3	5	-8	9	0	-3
COCC(=O)N1CCCC(C(=O)c2ccc3c4c(cccc24)CC3)C1 (centres undefined)	2	4	0	-4	-4	11	2	12	5
C=CCn1c(N)cc(=O)nc1SCC(=O)N(c1ccccc1)c1ccccc1	-2	6	14	6	6	9	5	-1	3
CC(=O)Nc1sc2c(c1C(N)=O)CCCC2	-8	1	-8	4	4	6	1	0	2
COc1ccc(S(=O)(=O)N2CC(O)CC2C(=O)OCc2nc3sc(C)c(C)c3c(=O)[nH]2)cc1 (centres undefined)	-2	5	-1	-3	-1	5	6	13	6

Some of these compounds in order of their number in PAFAH1B2 FP inh, rising:
compound | PAFAH1B2 FP inh
COc1ccc(CNC(=O)COC(=O)c2c(NC(C)=O)sc(C)c2C)cc1 | -2
CCc1nnc(SCC(=O)Nc2ccccc2)nc1CC | 2
CC(C)[C@H](NC(=O)c1ccco1)C(=O)OCC(=O)Nc1ccc(Cl)c(S(=O)(=O)N(C)C)c1 | 6

Continuation.
SMILES	PAD4 inh	pPAFAH inh	PAFAH1B2 FP inh	LYPLA1 inh	PAFAH1B3 FP inh	LYPLA2 inh	PAFAH2 FP inh	PREPL inh	GSTO1 counter
CC(C)CCNC(=O)c1ccc2nc[nH]c2c1	3	2	1	1	5	-2	0	-4	-1
COc1ccc(C(=O)NCc2ccc3c(c2)cc(C)n3C)cc1	2	6	1	6	-2	7	5	15	0
O=C(CSCc1c(Cl)cccc1Cl)Nc1ccc2c(c1)OCO2	3	5	8	1	-5	21	2	-7	6
O=C(O)C1CC(=O)N(Cc2cccnc2)C1 (centres undefined)	-2	0	-1	-1	6	2	0	10	-4
CCOC(=O)c1c(N2C(=O)C3C4C=CC(O4)C3C2=O)sc2c1CCCC2 (centres undefined)	1	12	1	6	0	8	0	1	1
O=C(CN1C(=O)NC2(CCCCCC2)C1=O)N1CCC(Cc2ccccc2)CC1	-11	11	7	2	4	4	4	8	7
Cc1ccc(C)c(NC(=O)c2cc([N+](=O)[O-])cc([N+](=O)[O-])c2)c1	-5	3	2	-3	13	0	2	4	0
C=CC[C@@H](CC(=O)N[C@H](CO)Cc1ccccc1)C(=O)N[C@@H](COC(=O)[C@@H](CC=C)Cc1ccc(F)cc1)Cc1ccccc1	-3	2	-5	nt	9	nt	2	4	nt
CCn1c(=N)c(S(=O)(=O)c2ccc(F)cc2)cc2c(=O)n3ccccc3nc21	-5	4	0	2	-5	4	3	-2	2
COc1cccc(CN(C)C(=O)CNC(=O)c2sc3ccccc3c2Cl)c1OC	-2	-6	1	-4	-6	-4	-6	6	-6
O=C(COc1ncnc2c(Cl)cc(Cl)cc12)N1CCCCC1	-2	-2	3	-2	5	-1	-5	10	2
COc1ccc(NC2CCCN(C(=O)CCc3ccncc3)C2)cc1OC (centres undefined)	-6	0	1	3	10	3	4	9	12
CN1CCN(C(=O)c2cnn3c2NC(c2ccccc2)CC3C(F)(F)F)CC1 (centres undefined)	2	-2	-1	0	0	6	0	13	8
COC(=O)CSc1nc(N2CCCCC2)c2c(c1C#N)CCCC2	1	1	4	1	1	3	-3	10	-1
CC(C)(C)C(=O)NC1CC2CCCC(C1)N2C(=O)Nc1ccc(Cl)cc1 (centres undefined)	0	-1	4	0	6	-2	-1	-2	0
Cc1cccc(C)c1NC(=O)C(=O)NCCOc1ccc(Cl)cc1	4	2	13	-4	-6	2	0	-29	-5
COc1ccc(N2CCn3c2nc2c3c(=O)n(CCCc3ccccc3)c(=O)n2C)c(OC)c1	3	14	0	1	-2	9	-2	40	1
O=C(Nc1ccccc1N1CCOCC1)c1ccc2c(c1)OCCO2	0	-8	1	-3	9	-6	5	1	4
Cc1nc2n(n1)CC(O)CS2 (centres undefined)	-4	-2	0	3	1	5	-3	12	2
CN(c1ccc(OCC(=O)OCc2nnc(-c3ccccc3)o2)cc1)S(=O)(=O)c1ccc(Cl)cc1	-2	8	7	-3	4	-1	1	-2	1
C/C(=N\NC(=O)CCc1ccccc1)c1ccc(Br)cc1	1	3	3	-4	1	-9	-2	-16	-1
CCN(CC)C(=O)CSc1nc2cc(S(=O)(=O)N3CCOCC3)ccc2n1CC	0	2	-1	-4	12	-2	0	-1	3
CCOC(=O)CC1C(=O)NCCN1C(=O)NC1CCCCC1 (centres undefined)	-4	-9	1	1	8	5	-2	15	-1
Cc1ccc(S(=O)(=O)N2CCCOC2CNC(=O)C(=O)NCc2ccccn2)cc1 (centres undefined)	3	-4	5	-2	7	-7	6	0	-1
Cc1nn(C)c(Cl)c1NC(=O)OCc1ccccc1	-4	3	1	2	10	4	6	4	-21
Nc1c2c(nc3c1CCC3)CCCC2	-1	1	nt	-1	nt	2	nt	4	6
O=C(O)c1ccc(C2(c3ccc(C(=O)O)cc3)OC(=O)c3ccccc32)cc1	1	-2	1	0	15	5	3	-1	7
Cc1ccc(-n2ncc3c(=O)n(CC(=O)N(C(C)C)C(C)C)cnc32)cc1	0	-1	3	-4	0	-4	1	-9	0
CC12CCC(C(=O)NCc3ccc(Cl)cc3)(OC1=O)C2(C)C (centres undefined)	2	0	4	-1	7	2	2	15	0
Cc1sc2nc(C)n(/N=C/N(C)C)c(=O)c2c1C	4	-1	6	0	-4	-3	-6	-7	4
Cc1ccc(CSc2nnc(C)c(=O)n2N)cc1	1	-3	4	-1	13	-5	3	4	-3
c1ccc2c(c1)OCC(c1nnc3n1-c1ccccc1SC3)O2 (centres undefined)	3	10	5	2	8	6	2	15	-2
O=C(Nc1ccc(O)c(-c2nc3ccccc3o2)c1)C1(c2ccc(Br)cc2)CCCC1	0	1	4	4	5	4	-4	-2	4
Cc1cc(C(=O)O)c(CSc2ncn[nH]2)o1	-6	2	0	3	4	5	-10	1	-2
Cc1nc(CCNC(=O)COc2ccccc2)cs1	0	6	5	3	-2	8	3	-8	-2
COc1ccc(-c2nsc(SCC(=O)NCC3CCCO3)n2)cc1 (centres undefined)	3	2	0	0	6	15	7	-3	2
CSc1ccccc1NC(=O)CN(c1cccc(C)c1)S(C)(=O)=O	-1	4	2	4	1	6	3	20	4
CSc1ccc(C2CC(=O)Nc3c2c(=O)n(C)c(=O)n3C)cc1 (centres undefined)	1	0	9	1	7	2	2	7	0
Cc1ncsc1CCC(=O)N1CCCC(C(=O)c2cccc(Cl)c2)C1 (centres undefined)	-1	1	5	2	6	2	-2	5	5
COc1ccc(CC(=O)Nc2ccc(NC(=O)c3ccccc3F)cc2)cc1	-6	-2	-3	-2	7	4	1	14	8
O=[N+]([O-])c1cc(/C=N/OCc2c(Cl)cccc2Cl)ccc1N1CCOCC1	1	9	2	3	-1	17	3	15	2
O=c1[nH]c(C(F)(F)F)nc2c1nnn2Cc1ccccc1F	3	-5	0	-3	10	-2	-7	11	-6
COCCNc1ncnc2c1cnn2-c1ccc(Cl)cc1	-2	7	0	1	-4	2	-8	21	0
O=C(CCSc1ccccc1)Nc1ncccn1	-2	0	3	1	8	2	5	8	-7
O=C1CC(c2ccccc2)NC(=O)N1 (centres undefined)	-2	-5	2	-4	2	-3	7	17	0
CCOC(=O)c1ccc(NC(C)=O)c([N+](=O)[O-])c1	1	4	4	-3	2	2	3	14	2
COc1ccc(OC)c(-n2nnnc2SCC(=O)Nc2nc(C)c(C)s2)c1	2	3	-1	-2	2	-1	-5	-10	2
CCN(CC)c1ccc(/C=N/N=C(N)N)c(O)c1	-4	7	7	0	0	4	3	18	3

Compounds listed so far with a furan ring, fused or not (2):
SMILES	PAD4 inh	pPAFAH inh	PAFAH1B2 FP inh	LYPLA1 inh	PAFAH1B3 FP inh	LYPLA2 inh	PAFAH2 FP inh	PREPL inh	GSTO1 counter
CC(C)[C@H](NC(=O)c1ccco1)C(=O)OCC(=O)Nc1ccc(Cl)c(S(=O)(=O)N(C)C)c1	-2	0	6	-3	5	-8	9	0	-3
Cc1cc(C(=O)O)c(CSc2ncn[nH]2)o1	-6	2	0	3	4	5	-10	1	-2

Assay outcomes: PubChem, The Scripps Research Institute Molecular Screening Center

Some of the compounds tested. The share of hits here may be higher or lower than overall.
